Screens as filed in PubChem.
L3MBTL1 inh – blocks human L3MBTL1. Q9Y468. AlphaScreen L3MBTL1–H3K9me1 peptide binding. Potency, µM (top dose mostly 57.1 µM), inactives show at the top dose activity, negative = inhibition, actives largely listed as inhibitors. 230,000 compounds, 0.66% hits. AID 485360; note: nearly all actives have a fitted effect of over 60% in size
Target sequence (Q9Y468 whole entry, looked up): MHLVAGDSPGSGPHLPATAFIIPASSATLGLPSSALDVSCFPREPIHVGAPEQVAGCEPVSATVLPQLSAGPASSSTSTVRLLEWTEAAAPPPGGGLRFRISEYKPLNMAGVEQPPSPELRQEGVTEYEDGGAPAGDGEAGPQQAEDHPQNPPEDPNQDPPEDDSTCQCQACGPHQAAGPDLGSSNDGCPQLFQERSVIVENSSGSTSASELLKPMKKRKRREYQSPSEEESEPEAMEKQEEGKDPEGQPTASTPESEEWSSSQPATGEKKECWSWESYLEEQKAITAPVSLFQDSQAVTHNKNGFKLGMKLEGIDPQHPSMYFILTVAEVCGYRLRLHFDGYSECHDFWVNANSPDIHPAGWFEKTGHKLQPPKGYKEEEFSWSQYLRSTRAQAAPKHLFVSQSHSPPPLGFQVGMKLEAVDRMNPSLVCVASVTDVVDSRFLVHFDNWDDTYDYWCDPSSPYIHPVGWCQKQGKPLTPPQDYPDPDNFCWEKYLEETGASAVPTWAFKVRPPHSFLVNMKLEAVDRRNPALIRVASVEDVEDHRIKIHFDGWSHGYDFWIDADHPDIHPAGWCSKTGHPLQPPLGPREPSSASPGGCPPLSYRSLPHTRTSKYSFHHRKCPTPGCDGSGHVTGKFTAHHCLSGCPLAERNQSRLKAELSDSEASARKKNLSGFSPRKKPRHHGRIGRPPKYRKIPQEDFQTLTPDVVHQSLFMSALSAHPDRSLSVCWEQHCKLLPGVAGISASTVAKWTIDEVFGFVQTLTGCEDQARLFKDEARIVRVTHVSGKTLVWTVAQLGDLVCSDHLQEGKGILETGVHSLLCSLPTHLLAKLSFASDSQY
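L3MBTL1 (50 nM) pre-complexed 30 min with biotinylated H3(1-15)K9me1 peptide (75 nM), then compounds added for 30 min at room temperature; AlphaScreen streptavidin donor/nickel chelate acceptor beads (10 ug/mL final) read after 30 min dark incubation.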
TRb-SRC2 inh – TRbeta-SRC2 interaction inhibition; P10828; TRbeta-SRC2 peptide binding, fluorescence polarization; receptor liganded with 1 µM T3; Potency, µM (series often up to 106 µM), for the others: at the highest dose activity change, negative = inhibition, usual class: inhibitors; 280,000 compounds, 0.065% hits; AID 1469;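 note: plate controls were bound peptide for no effect and peptide without receptor for full effect; nearly all actives have a fitted effect of over 50% in size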
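Fluorescence polarization of 20 nM Texas Red SRC2 peptide with 0.6 uM human TRb ligand-binding domain, in Tris buffer with 1uM T3 and 5% DMSO. Incubated 5 hr ambient; normalized to unbound and bound controls.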
Tau FP inhib – tau fibrillization inhibition (FP); K18 P301L tau heparin fibrillization, Alexa594 FP, 6 h; P10636; AID 1468; 280,000 compounds, 0.39% hits; Potency, µM (highest dose often 57.7 µM), for inactives: at the top dose activity, negative = inhibition, most hits filed as inhibitors; note: nearly all actives have a fitted effect of over 55% in size
Target sequence (P10636 561-689 P618L limits assumed): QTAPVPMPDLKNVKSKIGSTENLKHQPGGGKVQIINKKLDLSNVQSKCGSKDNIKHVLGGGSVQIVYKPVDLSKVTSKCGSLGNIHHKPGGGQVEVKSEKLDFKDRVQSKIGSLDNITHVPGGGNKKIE
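Heparin (20 uM) drove fibril formation of recombinant tau K18 P301L, 15 uM unlabeled with 0.24 uM Alexa 594 label, for 6 hr at 37 C in 100 mM sodium acetate pH 7. Fluorescence polarization (555/632 nm) read 1 hr after 30 uM ThT.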
GoLoco inh red – blocks human Gai1 binding to RGS12 GoLoco peptide, red readout; P63096; Gai1:RGS12 GoLoco peptide FP, rhodamine, 10 min; Potency, µM (top dose mostly 61.6 µM), inactives show at the highest dose activity, negative = inhibition, most hits filed as inhibitors; 230,000 compounds, 0.44% hits; AID 880; active = well fitted inhibition curve with a large enough effect, not every such curve was filed as active; inactive = no such curve, though single readings can be large or run the other way; note: nearly all actives have a fitted effect of over 30% in size; many of its hits are not listed in these tables
TexasRed fluor – alters Texas Red total fluorescence, flagging assay interference; TRb/SRC2 Texas Red total fluorescence interference; Potency, µM (highest dose often 106 µM), for inactives: at the highest dose fluorescence change, negative = quenching; 280,000 compounds, 0.29% hits; active = well fitted curve in either direction with a large enough effect; inconclusive = small, poorly fitted or top-dose-only effect
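Human TRb ligand-binding domain at 0.6 uM with 20 nM Texas Red SRC2 peptide in Tris buffer containing 1 uM T3 and 5% DMSO, incubated with compound 5 h at ambient temperature. Total fluorescence (555/632 nm) calculated as parallel + 2 × perpendicular.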
RECQ1 inh – blocks DNA unwinding by human RECQ1; 240,000 compounds, 0.54% hits; RECQ1 DNA unwinding, red fluorescence kinetic read; P46063; Potency, µM (series often up to 57.3 µM), for inactives: at the highest dose activity, negative = inhibition, most hits filed as inhibitors;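 note: plate controls were vehicle for no effect and no enzyme for full effect; nearly all actives have a fitted effect of over 30% in size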
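RECQ1T1 50 nM; forked duplex (20 bp + 30-nt ss tails) 200 nM, ATP 2 mM final; pH 8.0, 2 mM MgCl2, 2.5 ug/ml poly(dI-dC); 15 min compound preincubation; discontinuous kinetic read over 2 h at RT.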
KDM4E inh – JMJD2E (human) inhibition | JMJD2E catalytic domain, FDH-coupled NADH fluorescence (FDH is formaldehyde dehydrogenase) | Potency, µM (highest dose often 57.1 µM), without a hit: at the highest dose activity change, negative = inhibition, most hits filed as inhibitors | 230,000 compounds, 1.6% hits | AID 2147; active = well fitted inhibition curve with a large enough effect, not every such curve was filed as active; inconclusive = small, poorly fitted or top-dose-only effect, or another doubt; inactive = no such curve, though single readings can be large or run the other way;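 note: 0% = wells with enzyme and -100% = buffer wells without enzyme; nearly all actives have a fitted effect of over 50% in size; many of its hits are not listed in these tables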
Tau ThT inhib – blocks human tau fibril formation measured by thioflavin T; P10636; recombinant tau K18 P301L (four-repeat tau fragment), heparin-induced fibrillization, ThT fluorescence; Potency, µM (highest dose often 57.4 µM), without a hit: at the highest dose activity, negative = inhibition, usual class: inhibitors; 270,000 compounds, 2.1% hits; AID 1460; note: nearly all actives have a fitted effect of over 55% in size
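Aggregation was driven by heparin (20 uM final) acting on recombinant tau […] bearing P301L in 100 mM sodium acetate pH 7; fibrils were detected with Thioflavin T.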
* hit, by the source's call; i = inactive; ? = inconclusive; / = no result given; & = joins results of further samples; [ ] = another dose, or the depositor's remark. Unless noted, calls come from the whole dose curve; as a rule, active = well fitted curve in the direction sought with a large enough effect; inconclusive = small, poorly fitted or top-dose-only effect, or another doubt; inactive = no such curve, though single readings can be large; an effect the other way counts as inactive or inconclusive. Unless noted, % is set by controls: 0 for no effect and ±100 for the full control effect; potency is the fitted concentration of half-maximal effect. An excerpt; count on the stated rates, not on these rows.

Field names – A = L3MBTL1 inh; B = TRb-SRC2 inh; C = Tau FP inhib; D = GoLoco inh red; E = TexasRed fluor; F = RECQ1 inh; G = KDM4E inh; H = Tau ThT inhib
> CC(Sc1nnnn1-c1ccccc1)C(=O)Nc1ccccc1-c1ccccc1 (stereo unspecified)
  A: 8%	B: -7%	C: -10%	D: 11%	E: 1%	F: ?	G: -8%	H: -9%
> N#CCCn1cc(/C=N/NC(=O)c2ccncc2)c(-c2ccc(F)cc2)n1
  A: 18%	B: -8%	C: -3%	D: 22%	E: -2%	F: -3%	G: 1%	H: 0%
> O=C(N/N=C/c1ccc(-c2cccc(C(F)(F)F)c2)o1)c1ccccc1O
  A: 3%	B: 1%	C: -11%	D: 16%	E: -1%	F: -3%	G: ?	H: -15%
> CN(C)[C@@H]1C(=O)C(C(N)=O)=C(O)[C@]2(O)C(=O)C3=C(O)c4c(O)ccc(Cl)c4[C@H](O)[C@H]3C[C@@H]12
  A: /	B: -5%	C: /	D: 3%[21.6 µM]	E: -1%	F: -7%[25.9 µM]	G: ?	H: /
> Cc1ccc(SCC(=O)Nc2ccc(N3CCN(C)CC3)c(F)c2)cc1
  A: -2%	B: -12%	C: 8%	D: 3%	E: 0%	F: 8%	G: 3%	H: ?
> O=C(O)c1ccc(NC(=S)NC(NC(=O)c2ccco2)C(Cl)(Cl)Cl)cc1 (stereo unspecified)
  A: /	B: 10%	C: -2%	D: -3%	E: -2%	F: -3%	G: 2%	H: -1%
> O=C(Nc1cc(Cl)ccn1)C1(c2ccccc2)CC1(Cl)Cl (stereo unspecified)
  A: 13%	B: 1%	C: ?	D: 1%	E: -2%	F: -3%	G: -16%	H: -14%
> S=c1[nH]ccn1-c1ccc(Cl)cc1
  A: 16%	B: 1%	C: -8%	D: 10%	E: 1%	F: i	G: -8%	H: 5%
> O=C(NCc1cccnc1)c1ccc2c(c1)OCO2
  A: 7%	B: 1%	C: 4%	D: 1%	E: 2%	F: 1%	G: 2%	H: -5%
> CN(C)CCCNC(CC(=O)Nc1cccc([N+](=O)[O-])c1)C(=O)O (stereo unspecified)
  A: 7%	B: 0%	C: -3%	D: 3%	E: 1%	F: i	G: 170%[activator]	H: -8%
> COc1ccc(NC(=O)c2ccc(-c3ccccc3C(F)(F)F)o2)cc1
  A: 13%	B: 0%	C: -12%	D: 1%	E: 1%	F: -9%	G: -8%	H: 25µM*
> CN(Cc1cn[nH]c1-c1ccc2c(c1)OCO2)C1CCOCC1
  A: -1%	B: 5%	C: 5%	D: 12%	E: -2%	F: -7%	G: -3%	H: 3%
> CN(C)CCc1cc2c(c3c1ccc1ccccc13)OCO2
  A: -4%	B: 5%	C: -6%	D: 3%	E: 0%	F: -6%	G: ?	H: ?
> CCc1ccccc1NS(=O)(=O)c1ccc2[nH]cc(C(=O)NCC3CCCO3)c(=O)c2c1 (stereo unspecified)
  A: /	B: -4%	C: ?	D: 12%	E: -4%	F: 13%	G: ?	H: -5%
> Cc1ccc(Nc2sc(C(=O)c3ccc(F)cc3)c(N)c2S(=O)(=O)c2ccc(C)cc2)cc1
  A: /	B: -4%	C: -12%	D: /	E: -1%	F: /	G: /	H: 3%
> CC(=O)N1CCc2cc(S(=O)(=O)NC(Cc3ccccc3)C(=O)NCc3ccccc3Cl)ccc21 (stereo unspecified)
  A: /	B: -8%	C: 7%	D: /	E: 1%	F: /	G: /	H: -10%
> O=C(CCn1c(=O)c2cccn2c2cccnc21)N1CCN(c2ccc(F)cc2)CC1
  A: /	B: 7%	C: -4%	D: /	E: -2%	F: /	G: /	H: ?
> CCOC(=O)c1[nH]c2cc(OC)c(OC)cc2c1NC(=O)CN1CCN(c2ccc(OC)cc2)C(C)C1 (stereo unspecified)
  A: /	B: 1%	C: ?	D: -10%	E: -4%	F: -14%	G: ?	H: ?
> OCCO
  A: -4%	B: 6%	C: /	D: -1%	E: -3%	F: -1%	G: /	H: /
> O=[N+]([O-])c1ccc(S(=O)(=O)Nc2ccc(-c3csc(-c4ccccc4)n3)cc2)cc1
  A: ?	B: 11%	C: -7%	D: -3%	E: 0%	F: -21%	G: 4%	H: ?
> Cc1nc(Nc2cccc(O)c2)c2c3c(sc2n1)CCC3
  A: /	B: -6%	C: 8%	D: 3%	E: -1%	F: -6%	G: -3%	H: ?
> Cc1ccc(NC(=O)/C=N/OCC(=O)NCc2ccccc2Cl)cc1
  A: /	B: 4%	C: -3%	D: -1%	E: -1%	F: i	G: -1%	H: /
> CCCSc1nnc(CSc2ncccn2)n1C
  A: /	B: -4%	C: 7%	D: 1%	E: -2%	F: -9%	G: ?	H: 1%
> COc1ccc(N2CC(C(=O)NCCCN3CCOCC3)CC2=O)cc1 (stereo unspecified)
  A: 4%	B: 4%	C: 1%	D: 15%	E: 0%	F: 12%	G: 0%	H: -4%
> Cc1cccc(NC(=O)c2cc(S(=O)(=O)N3CCCCCC3)cn2C)c1C
  A: /	B: 2%	C: 1%	D: /	E: -3%	F: /	G: /	H: -4%

Six compounds from above, reduced to TexasRed fluor and Tau ThT inhib:
SMILES	TexasRed fluor	Tau ThT inhib
O=C(O)c1ccc(NC(=S)NC(NC(=O)c2ccco2)C(Cl)(Cl)Cl)cc1 (stereo unspecified)	-2%	-1%
S=c1[nH]ccn1-c1ccc(Cl)cc1	1%	5%
COc1ccc(N2CC(C(=O)NCCCN3CCOCC3)CC2=O)cc1 (stereo unspecified)	0%	-4%
O=C(Nc1cc(Cl)ccn1)C1(c2ccccc2)CC1(Cl)Cl (stereo unspecified)	-2%	-14%
CN(C)CCCNC(CC(=O)Nc1cccc([N+](=O)[O-])c1)C(=O)O (stereo unspecified)	1%	-8%
O=C(NCc1cccnc1)c1ccc2c(c1)OCO2	2%	-5%

(list continues)
Field names – A = L3MBTL1 inh; B = TRb-SRC2 inh; C = Tau FP inhib; D = GoLoco inh red; E = TexasRed fluor; F = RECQ1 inh; G = KDM4E inh; H = Tau ThT inhib
> COc1ccc(Br)cc1CNC(=O)C1CCN(S(=O)(=O)N2CCC(C)CC2)CC1
  A: 6%	B: 2%	C: 8%	D: 1%	E: 1%	F: -1%	G: 8%	H: -11%
> O=C(Nc1cccc(-c2nnc(-c3ccco3)o2)c1)C(c1ccccc1)c1ccccc1
  A: /	B: 11%	C: ?	D: -12%	E: -5%	F: -14%	G: ?	H: -2%
> Cc1cccc(C)c1NC(=S)N(CCN1CCCCCC1)Cc1ccco1
  A: /	B: -3%	C: -4%	D: 6%	E: -1%	F: 2%	G: -4%	H: -10%
> CC(C)N1CCN(CC#Cc2ccccc2)CC1CCO (stereo unspecified)
  A: 10%	B: -3%	C: 3%	D: 18%	E: -2%	F: i	G: -2%	H: -2%
> CN(C)c1nc(=S)nc(NCc2ccccc2)[nH]1
  A: /	B: 8%	C: 0%	D: -6%	E: 2%	F: 1%	G: -2%	H: 0%
> COc1cc(-c2nc(-c3ccccc3)c(-c3cc([N+](=O)[O-])ccc3C)[nH]2)cc(OC)c1OC
  A: -30%	B: 9%	C: ?	D: 22%	E: -3%	F: i	G: -4%	H: -16%
> CCN(CC)c1ccc(/C=N/N2CCN(Cc3ccc(C)cc3)CC2)c(O)c1
  A: 8%	B: -8%	C: 10%	D: -2%	E: -1%	F: 2%	G: -6%	H: ?
> CC(=O)NCCCOc1ccc([N+](=O)[O-])cc1Cl
  A: /	B: -5%	C: 4%	D: -5%	E: 1%	F: i	G: 5%	H: -3%
> CCOC(=O)c1sc2nc(SCC#N)n(CC3CCCO3)c(=O)c2c1C (stereo unspecified)
  A: 1%[11.4 µM]	B: 0%	C: -10%	D: 6%	E: 3%	F: -19%	G: 0%	H: -1%
> O=C(NCCN1CCOCC1)c1cc(-c2cccs2)on1
  A: 4%	B: -3%	C: 10%	D: 7%	E: -3%	F: -2%	G: -21%	H: -2%
> COC(=O)c1cccc(NC(=O)Nc2ccccc2OC)c1
  A: -3%	B: 4%	C: -8%	D: -3%	E: -4%	F: -12%	G: 2%	H: ?
> COC(=O)CSc1ccsc1C(=O)O
  A: -16%	B: -2%	C: 6%	D: -12%	E: -2%	F: 10%	G: -12%	H: -2%
> O=C(NCCC1=CCCCC1)C1CCCN(S(=O)(=O)c2cnc[nH]2)C1 (stereo unspecified)
  A: /	B: -7%	C: 4%	D: 0%	E: -1%	F: -3%	G: 1%	H: -7%
> O=C(Cn1cnc2c(nnn2Cc2ccc(Cl)cc2)c1=O)N1CCN(c2ccccc2)CC1
  A: 5%	B: 1%	C: 7%	D: 11%	E: 1%	F: i	G: -5%	H: ?
> CCC(C)Oc1ccccc1C1CC(=O)NC2=C1C(=O)CCC2 (stereo unspecified)
  A: -2%	B: -20%	C: -8%	D: -10%	E: -4%	F: 1%	G: 6%	H: -6%
> Cc1cc(C)n2nc(SCC(=O)Nc3ccccc3)nc2n1
  A: 2%	B: -2%&3%	C: 0%&-6%	D: 9%	E: -2%&0%	F: i	G: -2%	H: -1%&3%
> O=c1cc(-c2ccccc2)nc2nc[nH]n12
  A: /	B: 5%	C: -4%	D: -6%	E: -2%	F: i	G: -2%	H: -2%
> CCc1nnc(NC(=O)c2cc(OC)c(OC)cc2[N+](=O)[O-])s1
  A: 7%	B: -7%	C: -8%	D: 6%	E: -6%	F: i	G: -24%	H: -10%
> N=c1c2c(ncn1CCCO)Oc1cc(O)ccc1C2c1ccccc1 (stereo unspecified)
  A: 4%	B: -4%	C: 9%	D: 19%	E: 0%	F: i	G: 3%	H: -8%

Part of the list above, with each value named:
Cc1cccc(C)c1NC(=S)N(CCN1CCCCCC1)Cc1ccco1
  L3MBTL1 inh: /	TRb-SRC2 inh: -3%	Tau FP inhib: -4%	GoLoco inh red: 6%	TexasRed fluor: -1%	RECQ1 inh: 2%	KDM4E inh: -4%	Tau ThT inhib: -10%

CC(C)N1CCN(CC#Cc2ccccc2)CC1CCO (stereo unspecified)
  L3MBTL1 inh: 10%	TRb-SRC2 inh: -3%	Tau FP inhib: 3%	GoLoco inh red: 18%	TexasRed fluor: -2%	RECQ1 inh: i	KDM4E inh: -2%	Tau ThT inhib: -2%
